Source: PubChem (several laboratories)
Myeloid diff MLP – compounds promoting myeloid differentiation | ER-HoxA9 myeloid progenitors, lysozyme-GFP differentiation, flow cytometry | calls only at 10 µM | 1% of 360,000 active;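 active = normalized GFP-positive differentiation at or above the plate's own cutoff, the solvent-only control mean plus 3 SD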;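 note: cells exposed to compound for four days before flow analysis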
T cell HTS – modulates CD8 T cell binding to vesicles. calls only at 7 µM. 2C CD8+ T cell-vesicle binding, flow cytometry; active compounds read low. 0.068% of 330,000 active;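 active = response, share of CD8 T cells binding vesicles, and their 90th percentile fluorescence all below set limits, cut at about 80% in these data, passing the limit was not always enough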
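Material: 2C TCR transgenic mouse naive CD8+ T cells, MACS-purified. Also added: QL9-charged Drosophila Ld/ICAM-1/B7-1 vesicles. Timing: binding 1.5 h at 37 °C. Measured by: high-throughput flow cytometry with anti-B7-1 and anti-CD8 staining. Read-out: percent CD8+ FL2 mean versus row control. Controls: Unloaded micro-vesicles (low), QL9 vesicles with 0.7% DMSO (high).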
NTR1 ag – agonists of NTR1, primary screen, imaging, U2OS cells, beta-arrestin-GFP, high content (AID 493036). P30989. activation, % at 20 µM. NTR1-U2OS beta-arrestin-GFP spot imaging, agonist mode. 0.17% of 330,000 active;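 active = activation at or above 40% of the spot to cytoplasm intensity ratio, with at least 20 cells analyzed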;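 note: 0% = DMSO without peptide and 100% = 100 nM NTR1 peptide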
Target sequence (P30989 whole entry, looked up): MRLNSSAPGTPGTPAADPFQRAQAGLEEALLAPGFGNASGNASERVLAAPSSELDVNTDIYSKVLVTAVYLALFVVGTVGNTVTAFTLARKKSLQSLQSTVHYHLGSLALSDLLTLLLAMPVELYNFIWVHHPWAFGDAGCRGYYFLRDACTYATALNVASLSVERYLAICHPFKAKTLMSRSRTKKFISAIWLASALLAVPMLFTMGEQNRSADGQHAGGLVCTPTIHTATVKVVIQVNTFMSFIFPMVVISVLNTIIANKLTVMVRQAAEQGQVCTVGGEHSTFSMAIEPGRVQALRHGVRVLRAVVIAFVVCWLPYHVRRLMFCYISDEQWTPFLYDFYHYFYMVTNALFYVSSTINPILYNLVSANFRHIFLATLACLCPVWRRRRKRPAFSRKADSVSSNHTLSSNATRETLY
T cell HTS vesicle-bound % – recorded beside T cell HTS, whose call it bears; double positive events, %; measured here: CD8+ vesicle-bound cell fraction;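 binding gate set so that unloaded-vesicle control wells show 10% double positive cells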
NTR1 ag cell count 20 µM – also measured in NTR1 ag; calls as there; cell count; measured here: cell count, cytotoxicity flag
Myeloid diff MLP GFP+ MAC1+ % – recorded beside Myeloid diff MLP, whose call it bears; GFP+ MAC1+ double positive, %; measured here: differentiation confirmed by MAC1 staining
Active calls of the source: *; i = inactive.

structure	Myeloid diff MLP	Myeloid diff MLP GFP+ MAC1+ %	T cell HTS	T cell HTS vesicle-bound %	NTR1 ag	NTR1 ag cell count 20 µM
O=C(NCCc1ccc(F)cc1)c1ccc(Cl)c(S(=O)(=O)N2CCOCC2)c1	i	0.2	i	31	0.8	59
O=C(COC(=O)c1ccco1)NCCc1ccc(Cl)cc1	i	0.5	i	7	-0.3	61
CCc1noc(C)c1C(=O)Nc1ccccc1N1CCOCC1	i	1.3	i	13	0.2	54
COc1ccc(C(C)(C)C)cc1NC(=O)COC(=O)C1=NNC(=O)CC1	i	1.4	i	20	2.8	71
COC(=O)c1ccc(NC(=O)CSc2nc(=O)n3cccc(C)c3n2)cc1	i	0.7	i	41	3.8	70
CCc1ccccc1OCC(=O)Nc1cccc(S(=O)(=O)NC2=NCCC2)c1	i	0.4	i	38	1.8	48
CCCCn1c(N)c(N(CC(C)C)C(=O)CN2C(=O)NC3(CC(C)CC(C)(C)C3)C2=O)c(=O)[nH]c1=O (stereo not drawn)	i	0.7	i	53	-1.8	54
COc1cc(C(=O)OCC(=O)NC2CC2)ccc1OCCC(C)C	i	1.5	i	37	0.1	92
CC(=O)Nc1ccc(N)cc1	i	1.2	i	28	3.9	55
Cc1c(N2C(=O)/C(=C/c3cccc4ccccc34)SC2=S)c(=O)n(-c2ccccc2)n1C	i	5.9	i	42	3.5	54
COc1ccc(CN2C(=O)C(Cc3ccccc3)Nc3ncnc(N4CCCCC4)c32)cc1 (stereo not drawn)	i	2.0	i	21	2.4	100
O=C(NCCC(=O)N(Cc1ccco1)Cc1cccs1)c1ccccc1Cl	i	1.0	i	34	-2.9	53
Cc1nc(Cc2nnc(SCC(=O)N3CC(=O)Nc4ccccc43)o2)cs1	i	0.9	i	34	-0.1	55
CC(=O)N1CCN(C(=O)c2ccc(S(=O)(=O)Nc3ccccc3Cl)cc2)CC1	i	0.9	i	52	1.6	70
Cc1ccc(SCC(=O)Nc2cccnc2)cc1	i	1.8	i	34	0.7	46
CCOC(=O)C1=C(C)N(CCCC(=O)O)C(=O)NC1C(CC)CC (stereo not drawn)	i	1.8	i	4	-4.9	56
COc1ccc(NC(=O)CSCC(=O)N(C)CC(=O)Nc2cccc3ccccc23)cc1	i	0.9	i	53	-1.1	52
CC(C)Sc1nnc(SCC(=O)N(C)C2CCS(=O)(=O)C2)s1 (stereo not drawn)	i	1.2	i	56	-1.1	54
CC1CCC2(CC1)NC(=O)N(CC(=O)Nc1ccc(C(N)=O)cc1)C2=O (stereo not drawn)	i	0.7	i	50	3.4	52
CC(C)CN(C(=O)COC(=O)c1cccnc1Cl)c1c(N)n(Cc2ccccc2)c(=O)[nH]c1=O	i	0.9	i	25	-1.4	63
Cc1nc2ccc(NS(=O)(=O)c3ccccc3Cl)cc2s1	i	0.7	i	40	-0.9	99
Cc1ccc(S(C)(=O)=O)cc1C(=O)Nc1ccc(S(=O)(=O)Nc2nccs2)cc1	i	1.1	i	25	0.6	60
O=C(COC(=O)c1ncc(Cl)c(Cl)c1Cl)NC1CCCCCC1	i	1.1	i	12	1.9	43
Cc1ccsc1C(=CCCN1CCC[C@@H](C(=O)O)C1)c1sccc1C	i	1.1	i	46	-0.8	53
Cc1ccc(C(=O)NNC(=O)c2ccc(-n3cncn3)c([N+](=O)[O-])c2)cc1	i	0.3	i	40	0.3	73
COc1ccc(CNC(=O)Cn2cc([N+](=O)[O-])cn2)cc1	i	0.4	i	31	0.6	57
C[C@]12CC[C@H](O)CC1=CCC1C2CC[C@@]2(C)C1CC[C@@H]2NC(=O)[C@@H](N)Cc1ccccc1 (stereo partly drawn)	i	0.9	i	48	11	49
Nc1c(N(Cc2ccccc2)C(=O)COc2ccc(F)cc2Cl)c(=O)[nH]c(=O)n1Cc1ccccc1	i	0.4	i	38	-1.4	54
C[C@H]1CN([C@@H](C)CO)C(=O)Cc2cc(NC(=O)Cc3ccccc3)ccc2O[C@H]1CN(C)C(=O)Nc1cccc2ccccc12	i	1.0	i	52	-0.2	68
COc1ccc(CCNC(=S)N2CCN(S(=O)(=O)c3ccccc3)CC2)cc1	i	0.8	i	55	1.6	67

Arranged by number of heavy atoms (high to low): part of the list above
structure	Myeloid diff MLP	Myeloid diff MLP GFP+ MAC1+ %	T cell HTS	T cell HTS vesicle-bound %	NTR1 ag	NTR1 ag cell count 20 µM
C[C@H]1CN([C@@H](C)CO)C(=O)Cc2cc(NC(=O)Cc3ccccc3)ccc2O[C@H]1CN(C)C(=O)Nc1cccc2ccccc12	i	1.0	i	52	-0.2	68
CC(C)CN(C(=O)COC(=O)c1cccnc1Cl)c1c(N)n(Cc2ccccc2)c(=O)[nH]c1=O	i	0.9	i	25	-1.4	63
COc1ccc(NC(=O)CSCC(=O)N(C)CC(=O)Nc2cccc3ccccc23)cc1	i	0.9	i	53	-1.1	52

Later entries:
structure	Myeloid diff MLP	Myeloid diff MLP GFP+ MAC1+ %	T cell HTS	T cell HTS vesicle-bound %	NTR1 ag	NTR1 ag cell count 20 µM
COc1ccc(NC(=O)c2cc(-c3ccncc3)nc3ccccc23)c(OC)c1	i	1.3	i	27	-0.9	66
COc1ccc(C(=O)c2c3ccc(C(F)(F)F)cc3[n+]([O-])n2CCCN)cc1	i	1.0	i	13	2.5	44
C[C@H]1CN([C@@H](C)CO)C(=O)Cc2cc(NC(=O)C3CC3)ccc2O[C@H]1CN(C)Cc1ccc(C(=O)O)cc1	i	2.5	i	10	0.8	68
CCCCN1C(=N)N([C@@H](CCC)CN2CCC[C@H]2CN2C(N)=NC[C@@H]2Cc2ccccc2)C[C@H]1Cc1ccccc1	i	3.7	i	21	-3.6	61
CC1Cc2ccccc2N1C(=O)CN(C)CC(=O)Nc1cccc(F)c1 (stereo not drawn)	i	0.8	i	27	-1.9	99
COc1cccc([C@@H]2CC=C(C(=O)O)[C@H](c3ccc(F)cc3)N2S(=O)(=O)c2ccc(C)cc2)c1	i	1.3	i	30	2.0	90
COc1ccc(Cc2nnc(SC(C)C(=O)Nc3ccc(F)cc3Cl)o2)cc1 (stereo not drawn)	i	0.7	i	24	-0.1	58
O=C(CCNC(=O)c1ccc(Br)cc1)NNC(=O)COc1ccccc1F	i	0.8	i	50	-1.4	51
COc1cc(NC(=O)[C@@H]2CCCN2S(=O)(=O)c2cccc3cccnc23)cc(OC)c1OC	i	1.0	i	42	-0.5	110
CC1CCCC(C)N1C(=O)COc1cccc(Oc2ccccc2)c1 (stereo not drawn)	i	0.6	i	22	-1.0	73
CCN(CC)CCCn1c2c(c(SCC(=O)Nc3cc(OC)cc(OC)c3)nc1=O)CCC2	i	0.8	i	45	-1.5	69
COc1ccc(S(=O)(=O)N2CCOCC2)cc1C(=O)NCC(c1ccco1)N1CCCC1 (stereo not drawn)	i	0.8	i	34	2.1	60
COc1ccc(OC)c(C(=O)CN2C(=O)C(=O)N(C3CCCC3)C2=O)c1	i	0.6	i	53	2.3	79
COc1ccc([C@@H]2CC=C(C(=O)O)[C@H](c3cccc(Cl)c3)N2S(=O)(=O)c2ccccc2C)cc1	i	1.8	i	23	2.1	85
CCc1noc(C)c1C(=O)N1CCN(S(=O)(=O)c2ccc(Cl)s2)CC1	i	0.7	i	18	-0.6	74
CSc1ccccc1NC(=O)COC(=O)CCC(=O)c1ccc(F)cc1	i	0.9	i	44	-0.2	65
CCCNC(=O)CCn1cc(-c2ccc(OC)cc2)nc1CCN	i	1.1	i	42	-1.0	52
CCN(CC)c1ccc(N)cc1	i	3.3	i	30	4.8	56
CC(C)Cc1nnc(NC(=O)CN2C(=O)NC3(CCCC3)C2=O)s1	i	1.0	i	33	-0.6	73
CC(C)Cc1nnc(NC(=O)C2CCN(C(=O)c3ccc(F)cc3)CC2)s1	i	0.8	i	20	-1.1	46
Cc1cc(=O)[nH]c(SCC(=O)Nc2ccc(N3CCCCC3)cc2)n1	i	0.6	i	50	2.0	52
NC(=O)C1CCN(C(=O)c2ccc(NS(=O)(=O)c3ccc(F)cc3)cc2)CC1	i	0.6	i	46	0.1	59
CCOC(=O)c1cc(-c2ccccc2)nn1Cc1cc(CC)no1	i	1.3	i	7	0.5	89
COC(=O)C1=C(C(=O)OC)[C@@H]2N(Cc3ccccc3)c3ccccc3[C@@]23C[C@@H](C(=O)OC)N(C(=O)NC2CCCCC2)C3=N1	i	1.9	i	14	-5.7	92
CC(OC(=O)C1CC1)C(=O)Nc1ncc(Cl)cc1Cl (stereo not drawn)	i	0.2	i	52	-0.8	56
O=C(Nc1cc(C(F)(F)F)ccc1N1CCOCC1)C1=COCCO1	i	0.6	i	28	0.7	42
CC(=O)c1ccc(NC(=O)COC(=O)C2CC3C=CC2C3)cc1 (stereo not drawn)	i	0.5	i	30	3.0	73
O=C(COC(=O)c1ccc(Cl)nc1)NCCc1ccccc1	i	0.4	i	46	-0.3	65
Cc1ccc(S(=O)(=O)N2CCN(C(=O)CSc3nc4ccccc4c(=O)[nH]3)CC2)cc1	i	0.7	i	27	2.5	88
COc1ccc(C(=O)Nc2ccc(Br)cn2)cc1S(=O)(=O)N1CCOCC1	i	0.5	i	41	-0.8	61
C#CCOCCOCCOCCNc1nc(N2CCN(C(=O)CCCCCCCCCCNC(=O)Cn3cc(CCCCCN)nn3)CC2)nc(N2CCN(C(=O)CCCCCCCCCCNC(=O)[C@H](CO)n3cc(CCCCCN)nn3)CC2)n1	i	2.4	i	37	0.4	91
Cc1ccc(S(=O)(=O)NCCC(=O)NCC(c2ccco2)N2CCCCC2)cc1C (stereo not drawn)	i	1.7	i	48	-0.3	53
O=C(COC(=O)c1ccc([N+](=O)[O-])o1)Nc1ncc(Cl)cc1Cl	i	1.0	i	39	5.1	38
CCc1ccc(C(=O)OCC(=O)N(CC)c2c(N)n(Cc3ccccc3)c(=O)[nH]c2=O)cc1	i	0.4	i	18	2.6	68
C[C@H](CO)N1C[C@H](C)[C@@H](CN(C)Cc2ccc(Cl)c(Cl)c2)Oc2c(NS(=O)(=O)c3cn(C)cn3)cccc2C1=O	i	1.3	i	4	2.4	55
CSc1ccccc1NC(=O)CN(C)CC(=O)NCC(=O)Nc1ccc(F)cc1	i	0.7	i	17	2.0	46
Cc1ccc(S(=O)(=O)N(Cc2cccc(C)c2)C(=O)N2CCN(C)CC2)cc1	i	1.2	i	54	0.0	73
O=C(CSc1nc2[nH]c(=O)[nH]c(=O)c2s1)Nc1cccc(F)c1	i	0.7	i	40	0.0	94
O=C(C[C@@H]1C/C=C/CCCC(=O)O[C@H](c2ccccc2)CNC1=O)NCCO	i	1.7	i	2	-0.3	50
O=C(NCC1CCCO1)c1cc([N+](=O)[O-])ccc1N1CCC(Cc2ccccc2)CC1 (stereo not drawn)	i	0.6	i	47	6.0	49
O=C(O)c1cccc2c1C(=O)c1ccc(N3CCCCC3)cc1S2(=O)=O	i	0.6	i	54	3.1	41
CCN(CC(=O)Nc1ccc2c(c1)OCCO2)C(=O)/C=C/c1cccc(Br)c1	i	0.7	i	22	1.2	60
Cc1c(NC(=O)COc2cccc(Cl)c2Cl)c(=O)n(-c2ccccc2)n1C	i	1.4	i	28	-0.3	43
COC(=O)Cc1ccc(NC(=S)N2CCN(CCO)CC2)cc1	i	0.6	i	36	1.1	49
CC(C)n1nccc1NC(=O)COC(=O)c1ccc(NC(N)=O)cc1	i	0.6	i	8	0.4	67
CCOc1ccc(C(=O)Nc2cc(=O)n(C)c(=O)n2C)cc1	i	1.9	i	42	1.2	58
CCCCN1C(=O)C(=O)N(CC(=O)Nc2ccc(OC(F)(F)F)cc2)C1=O	i	0.8	i	41	5.5	47
COc1cc(Cl)c(C)cc1NC(=O)CN(C)C1CCS(=O)(=O)C1 (stereo not drawn)	i	0.0	i	28	-1.0	58
CCCCN(CCCC)S(=O)(=O)c1ccc(N2CCCC2=O)c([N+](=O)[O-])c1	i	1.1	i	15	-1.5	83
Cc1cccc(COc2coc(CN3CCN(C(=O)c4ccco4)CC3)cc2=O)c1	i	0.2	i	54	0.2	61

Grouped by structure, the entries above containing a thiophene ring, fused or not (three)
structure	Myeloid diff MLP	Myeloid diff MLP GFP+ MAC1+ %	T cell HTS	T cell HTS vesicle-bound %	NTR1 ag	NTR1 ag cell count 20 µM
O=C(NCCC(=O)N(Cc1ccco1)Cc1cccs1)c1ccccc1Cl	i	1.0	i	34	-2.9	53
Cc1ccsc1C(=CCCN1CCC[C@@H](C(=O)O)C1)c1sccc1C	i	1.1	i	46	-0.8	53
CCc1noc(C)c1C(=O)N1CCN(S(=O)(=O)c2ccc(Cl)s2)CC1	i	0.7	i	18	-0.6	74

The list is partial (hit frequency here may not be typical).
